Source: PubChem
D2 agonist = HTS Assay for Allosteric Agonists of the Human D2 Dopamine Receptor: Primary Screen for Agonists. AID 485358, 2010. HEK293 T-REx D2 cells, calcium flux agonist mode. activation, % at 2 µM. 340,000 compounds, 0.53% hits;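 active = activation over 3 SD above normal in the single-dose calcium agonist read, cut at about 30% in these data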; note: 0% is about no effect
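HEK293 Trex D2 cells, tetracycline-induced, o/n 30 C 5% CO2; no-wash Ca dye, RT 30–90 min; 10-cycle baseline, 23 nl cpd added, kinetic Ca read 180 s; agonist hits = positive Ca response.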
D1 antagonist = Antagonist of Human D 1 Dopamine Receptor: qHTS; AID 504652, 2011; 360,000 compounds, 3.2% hits; activity change, negative = inhibition, % at 10 µM; HEK293 TREx D1 cells, calcium flux, dopamine EC80; active compounds read low; D(1A) dopamine receptor (Homo sapiens), P21728; in the data active = activity change below about -30%; note: % is set by controls: 0 for no effect and ±100 for the full control effect
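HEK293 T-REx cells expressing inducible, force-coupled D1 receptor; no-wash Ca dye, 30–90 min RT. Cmpd → 180 s read at 1 Hz → EC80 DA → 180 s read.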
RXFP1 ag = qHTS Assay for Agonists of the Relaxin Receptor RXFP1. Potency, µM (highest dose often 57.5 µM), for inactives: at the highest dose activation, actives largely listed as activators. AID 2676, 2010. 370,000 compounds, 0.3% hits. HEK293T-RXFP1 cAMP TR-FRET, 30 min; response scale: percent of porcine relaxin response, buffer zero. Relaxin receptor 1 (Homo sapiens), Q9HBX9; active = well fitted activation curve with a large enough effect; inconclusive = small, poorly fitted or top-dose-only effect; note: potency is the fitted concentration of half-maximal effect; % is set by controls: 0 for no effect and ±100 for the full control effect; nearly all actives have a fitted effect of over 60% in size; many of its hits are not listed in these tables
Target sequence (Q9HBX9 whole entry, looked up): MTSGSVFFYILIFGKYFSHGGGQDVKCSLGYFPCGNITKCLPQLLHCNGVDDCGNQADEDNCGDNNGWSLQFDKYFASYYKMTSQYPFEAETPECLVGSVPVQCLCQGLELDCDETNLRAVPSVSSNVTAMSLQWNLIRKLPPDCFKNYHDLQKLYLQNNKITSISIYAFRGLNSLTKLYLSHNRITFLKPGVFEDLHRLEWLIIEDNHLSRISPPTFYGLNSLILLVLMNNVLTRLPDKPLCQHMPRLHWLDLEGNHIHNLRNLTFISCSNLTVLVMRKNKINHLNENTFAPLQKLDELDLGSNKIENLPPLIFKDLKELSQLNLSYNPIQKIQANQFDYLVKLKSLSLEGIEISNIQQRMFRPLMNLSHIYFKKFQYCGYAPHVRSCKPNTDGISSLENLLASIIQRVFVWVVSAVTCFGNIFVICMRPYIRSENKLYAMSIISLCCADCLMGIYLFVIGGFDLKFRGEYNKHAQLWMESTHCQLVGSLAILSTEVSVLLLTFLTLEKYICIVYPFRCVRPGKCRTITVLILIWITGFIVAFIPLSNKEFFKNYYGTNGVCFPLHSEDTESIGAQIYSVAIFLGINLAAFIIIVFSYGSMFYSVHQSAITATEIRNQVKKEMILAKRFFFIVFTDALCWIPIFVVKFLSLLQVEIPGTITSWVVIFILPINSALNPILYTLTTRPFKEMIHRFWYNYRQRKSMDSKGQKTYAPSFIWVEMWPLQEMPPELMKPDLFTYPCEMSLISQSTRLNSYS
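cAMP rise read by TR-FRET after 30 min, 37C compound exposure (up to 58 uM) in RXFP1-transfected HEK293 cells with Ro 20174 present. EC50 from Hill-equation fits, with 29 nM porcine relaxin as 100% and buffer as basal.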
TRHR enhancer = qHTS for Small Molecule Agonists and Allosteric Enhancers of Human TRH Receptor: Primary Screen for Enhancers. Thyrotropin-releasing hormone receptor (Homo sapiens), P34981. TRHR cells, fluo-8 calcium fluorescence, EC20 TRH enhancement. enhancement, % at 2 µM. 360,000 compounds, 0.66% hits; in the data active = enhancement above about 30%; note: 0% is about no effect
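Enhancer read-out: after compound pinning and an initial kinetic agonist-mode read, an EC20 of TRH (10 nM final) was injected and fluo-8 calcium signal (Ex 480/Em 530) followed at 1 s/cycle for 100 cycles in TRHR-expressing cells.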
D1 PAM = Potentiators of Human D1 Dopamine Receptor: qHTS. D(1A) dopamine receptor (Homo sapiens), P21728. HEK293 TREx D1 cells, calcium flux, dopamine EC20 potentiation. potentiation, % at 10 µM. 360,000 compounds, 0.036% hits. AID 504651, 2011; in the data active = potentiation above about 30%; note: 0% is about no effect
RXFP1 antag = qHTS Assay for Antagonists of the Relaxin Receptor RXFP1 | HEK293-RXFP1, relaxin-stimulated cAMP HTRF, 30 min; active compounds read low | activity change, negative = inhibition, % at 57.5 µM | 350,000 compounds, 0.59% hits | AID 1259400, 2018;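 active = activity change of -60% or lower, but not beyond a set lower limit; inconclusive = change between -60% and -40%, or beyond the set limit; inactive = change above -40%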; note: % is set by controls: 0 for no effect and ±100 for the full control effect
D1 agonist = Allosteric Agonists of the Human D1 Dopamine Receptor: qHTS. activation, % at 2 µM. 360,000 compounds, 1% hits. HEK293 T-REx D1 cells, calcium flux, agonist mode; in the data active = activation above about 30%; note: 0% is about no effect
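Tetracycline-induced HEK293 TREx D1 cells, force-coupled to calcium signalling, were dye-loaded with a no-wash calcium kit. Compound was pin-added after a 10 s baseline. Fluorescence was read kinetically at 1 cycle/s for 180 s, with calcium rises flagged as agonism.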
D2 antag = HTS Assay for Allosteric Antagonists of the Human D2 Dopamine Receptor: Primary Screen for Antagonists; D(2) dopamine receptor (Homo sapiens), P14416; HEK293 TREx D2 cells, calcium flux, dopamine EC80; inhibition, % at 10 µM; 340,000 compounds, 2% hits; in the data active = inhibition above about 30%; note: 0% is about no effect
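Calcium flux kinetic readout in an inducible HEK293 TREx D2 line plated overnight at 30 C. After 180 s compound exposure, an EC80 dopamine challenge follows with another 180 s kinetic read to detect antagonism.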
D2 potentiator = HTS Assay for Positive Allosteric Modulators of the Human D2 Dopamine Receptor: Primary Screen for Potentiators; D(2) dopamine receptor (Homo sapiens), P14416; HEK293 T-REx D2, calcium flux, EC20 dopamine potentiation; potentiation, % at 10 µM; 340,000 compounds, 0.34% hits; AID 485347, 2010;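 active = potentiation over 3 SD above the plate norm, cut at about 30% in these data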; note: 0% is about no effect
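Using a no-wash calcium dye in inducible, force-coupled HEK293 Trex cells expressing D2, we tracked fluorescence each second for 180 s after compound, then for 180 s after EC20 dopamine to detect augmented signalling.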
Numbers without * were called inactive; u = inconclusive; x = no result given; & = joins results of further samples. An excerpt, so the mix of outcomes need not match the whole.

SMILES	D2 agonist	D1 antagonist	RXFP1 ag	TRHR enhancer	D1 PAM	RXFP1 antag	D1 agonist	D2 antag	D2 potentiator
CCOc1ccccc1/C=C/c1onc(C)c1S(=O)(=O)N1CCC(C(=O)NC)CC1	-0.6	1	3.0%	4	-9	-4	2	7	-6
Clc1ccccc1CSc1snnc1-c1ccccc1	1.0	-17	2.8%	4	-11	-5	4	-9	5
Cc1cc(=O)n(C(C)C(=O)N2CCCc3ccccc32)c2c1c(C)nn2-c1ccccc1 (configuration not stated)	-0.2	14	-0.6%	-2	-3	0	7	x	17
O=C(O)C(Cc1ccccc1)NC(=O)C(c1ccccc1)c1ccccc1 (configuration not stated)	-2.0	-8	3.2%	-3	-3	-6	3	13	-2
CN(C)c1ccc(N=Nc2ccccc2Br)cc1	-0.2	31	-0.1%	-1	-4	10	2	9	1
CCOC(=O)C1=NNC2C(=O)N(Cc3ccccc3)C(=O)C12 (configuration not stated)	0.1	8	5.9%	-4	2	-12	3	-2	-1
O=C(N/N=C/c1ccccc1O)c1cc[n+]([O-])cc1	0.5	3	1.6%	-2	-7	-30	6	-19	-16
CC1(C)CC(=O)C(/C=N/c2ncccc2C(=O)O)=C(O)C1	x	2	0.9%	-1	3	-4	1	x	x
CCN(CC)C(=O)C1CCCN(Cc2cccc(F)c2)C1 (configuration not stated)	0.5	2	-0.2%	-1	-3	-17	3	-11	-6
CC(Oc1ccccc1F)c1nnc(SCC(=O)NCc2ccc3c(c2)OCO3)o1 (configuration not stated)	-0.2	17	1.1%	4	-5	-4	0	5	-5
COC(=O)c1cccc(-n2[nH]nnc2=S)c1	-0.1	-6	0.7%	2	3	-8	2	17	-6
COc1ccc(-n2cnc3sc(-c4ccccc4)cc3c2=O)cc1	-0.4	-15	7.1%	-2	0	2	2	-2	-5
CS(=O)(=O)N(CCc1ccccc1)CC(=O)Nc1ccc2c(c1)OCO2	0.8	-10	-0.1%	1	-7	-10	1	5	19
CCN(C(=O)c1ccc(S(=O)(=O)N(C)C)cc1)C(C)C(=O)Nc1ccc(C)cc1 (configuration not stated)	-0.4	-11	-0.8%	-4	-5	-14	7	-11	10
CCOC(=O)N1CCN(C(=O)CSc2ccc(-c3cccnc3)nn2)CC1	0.3	-9	18%	0	-1	x	-2	-6	4
Cc1ccc(S(=O)(=O)N2CCCC(C(=O)NCc3ccco3)C2)cc1Cl (configuration not stated)	-0.1	5	-0.2%	3	2	21	-1	12	-7
O=C(CNC(=O)c1cccc(F)c1)N/N=C/c1cccs1	-0.3	-4	2.6%	-2	-9	20	3	0	-5
CN(C)c1ccc(C(=O)NCC(c2cccs2)N2CCOCC2)cc1[N+](=O)[O-] (configuration not stated)	0.0	5	2.5%	-5	-2	-3	1	-4	0
Cc1ccc(NC(=O)c2cnc(SCC(=O)c3ccccc3)n(C)c2=O)cc1	0.6	28	5.1%	1	2	17	2	-6	4
C=CCn1c(=NC(=O)c2ccco2)sc2cc(C(=O)OCC)ccc21	-0.8	-6	5.6%	6	2	-6	3	5	-1
COc1ccccc1-n1c(-c2ccccc2)c[n+]2c1CCc1ccccc1-2	0.2	16&0	1.3%&-2.8%	-2&-8	4&-5	-8&10	-3&2	-30	3
C=CCc1c(C)c(C#N)c2nc3ccccc3n2c1NCCN(C)C	-0.4	5	-1.0%	-3	-8	5	1	4	-8
Cc1onc(-c2ccccc2)c1C(=O)N1CCN(c2ncccc2C(F)(F)F)CC1	-0.1	16	1.4%	1	4	-6	12	6	15
Cc1cc(C)nc(Sc2c(C)nn(-c3ccccc3)c2C)n1	-0.9	-1	5.6%	4	7	-10	2	-4	5
Cc1cccc(C)c1N1CCN(c2nc(N(C)C)oc(=O)c2C#N)CC1	-1.4	104	0.1%	-6	-2	3	7	12	0
CC1CCCCN1Cc1c(O)ccc2c(=O)c(-c3ccc(Br)cc3)coc12 (configuration not stated)	0.2	-17	8.8%	-1	-5	-9	0	-19	-5
CCOC(=O)C1CCN(C(=O)COc2cccc3ccccc23)CC1	-0.9	-25	4.3%	-2	-5	-8	-3	-8	3
C=CCNC(=O)c1ccc(S(=O)(=O)CC)c(Cl)c1Cl	1.5	x	-0.6%	3	-4	-10	1	-6	13
Cc1ccc(/C=C\c2nccc3c2[nH]c2ccccc23)cc1	-0.5	0	15%	6	2	-7	0	44*	-23
COc1ccc(NC(=O)c2cccc(N3CCCS3(=O)=O)c2)c(OC)c1	0.0	7	2.7%	8	-2	-11	1	x	0
COc1ccc(C2C=C(c3ccccc3)Nc3nc(NC(=O)c4cccc([N+](=O)[O-])c4)nn32)cc1 (configuration not stated)	1.2	1	-4.6%	-2	3	-3	1	x	x
Cn1c(=O)oc2cc(S(=O)(=O)N3CCC(C(=O)Nc4ccc(F)c(Cl)c4)CC3)ccc21	-0.7	-52*	4.4%	1	-5	x	4	x	-19
Cc1ccc(S[C@@H](CCN2CC[C@H](NC(=O)OCc3ccccc3)CCC2=O)c2ccccc2)cc1	-0.8	-3	-0.2%	7	-3	x	6	-10	-11
COCCOC(=O)C1=C(C)N=C2SCCC(=O)N2C1c1ccc(OC(=O)c2ccco2)cc1 (configuration not stated)	-0.7	-26	0.5%	-2	-2	0	3	0	4
O=C1C(N2CCOCC2)=C(n2nnc3ccccc32)C(=O)c2ccccc21	1.0	-1	-0.3%	-10	4	7	6	-4	12
CCOC(=O)CSc1nc2sc(C(=O)O)c(C)c2c(=O)[nH]1	-0.5	0	-0.7%	7	-5	x	4	1	-8

5 of the entries above in order of their number in D1 agonist, high to low:
smiles | D1 agonist
O=C1C(N2CCOCC2)=C(n2nnc3ccccc32)C(=O)c2ccccc21 | 6
COCCOC(=O)C1=C(C)N=C2SCCC(=O)N2C1c1ccc(OC(=O)c2ccco2)cc1 (configuration not stated) | 3
CN(C)c1ccc(N=Nc2ccccc2Br)cc1 | 2
CN(C)c1ccc(C(=O)NCC(c2cccs2)N2CCOCC2)cc1[N+](=O)[O-] (configuration not stated) | 1
Cc1ccc(S(=O)(=O)N2CCCC(C(=O)NCc3ccco3)C2)cc1Cl (configuration not stated) | -1

The list continues:
SMILES	D2 agonist	D1 antagonist	RXFP1 ag	TRHR enhancer	D1 PAM	RXFP1 antag	D1 agonist	D2 antag	D2 potentiator
CCOC(=O)CNc1nc(Cl)nc(Nc2ccc(C)cc2)n1	-0.5	-3	0.7%	2	-1	-24	0	-7	-5
CCN(CC)c1ccc(NC(=O)CSc2nnc3nc(C)cc(C)n23)cc1	0.8	6	0.1%	13	-7	-9	3	-14	16
O=C(CCCCCNC(=S)Nc1ccccc1)C[N+](=O)[O-]	-0.1	14	-0.2%	0	-3	-4	-2	9	-3
CCCCOc1cccc(C(=O)N2CCN(CCc3ccncc3)CC2)c1	-1.4	-4	2.9%	-5	-1	-12	1	x	-4
CCOc1ccc(-n2nc(CO)c(C(=O)NCC(C)O)n2)cc1 (configuration not stated)	0.3	2	0.2%	-2	4	-8	0	x	6
CC(OC(=O)Cn1[nH]c(=O)c2ccccc2c1=O)C(=O)Nc1ccc(F)cc1 (configuration not stated)	0.3	-30*	2.5%	7	-7	-1	6	7	-4
O=C(COC(=O)c1ccc(S(=O)(=O)N2CCc3ccccc3C2)cc1)NC1CCS(=O)(=O)C1 (configuration not stated)	1.6	4	0.1%	-1	-1	-6	6	10	-6
NC(=O)c1ccc(NC(=O)COc2ccc([N+](=O)[O-])cc2Cl)cc1	1.3	-20	0.3%	20	3	-14	2	7	-3
Cc1cc(-c2nc3ncccc3o2)ccc1NC(=O)c1ccccc1Br	-0.5	1	16%	3	-2	x	2	x	11
O=c1c2ccccc2[nH]c(=S)n1Cc1cccnc1	-2.0	-9	0.9%	1	-3	-5	0	-12	3
Cc1cc([N+](=O)[O-])ccc1NC(=O)CSc1nncn1-c1ccccn1	-0.2	-11	4.6%	10	-7	-6	0	-20	12
Oc1ccc(/C=N/Nc2ccccc2)cc1	0.0	10	1.1%	1	-9	-28	2	-8	-9

A different layout for 2 compounds above.
structure | D2 agonist | D1 antagonist | RXFP1 ag | TRHR enhancer | D1 PAM | RXFP1 antag | D1 agonist | D2 antag | D2 potentiator
O=c1c2ccccc2[nH]c(=S)n1Cc1cccnc1 | -2.0 | -9 | 0.9% | 1 | -3 | -5 | 0 | -12 | 3
CCCCOc1cccc(C(=O)N2CCN(CCc3ccncc3)CC2)c1 | -1.4 | -4 | 2.9% | -5 | -1 | -12 | 1 | x | -4

The results go on.
SMILES	D2 agonist	D1 antagonist	RXFP1 ag	TRHR enhancer	D1 PAM	RXFP1 antag	D1 agonist	D2 antag	D2 potentiator
O=C1CCCN1CC1CCCN(Cc2nc(COc3ccccc3)no2)C1 (configuration not stated)	-0.6	5	1.0%	2	-4	-2	0	14	-9
COc1cc(C2Nc3cccc4cccc(c34)N2)cc(OC)c1OC(C)=O	x	-20	0.5%	1	-5	u	0	x	x
CCOC(=O)COc1ccc(C)cc1C(=O)c1ccn2nc(-c3ccc(F)cc3)cc2n1	0.8	7	2.9%	2	-3	x	-1	x	2
COc1ccc(OCCCC(=O)OCC(=O)NNC(=O)c2ccc([N+](=O)[O-])cc2)cc1	-0.3	37	-0.3%	-3	2	-1	4	-5	-2
O=C(CSc1nc2c(sc3ccccc32)c(=O)n1-c1ccccc1)NCc1ccco1	-0.6	-15	12%	-5	-4	x	1	-7	3
COc1ccc(S(=O)(=O)N2CCC(C(=O)NCc3ccccn3)CC2)cc1Cl	-0.2	-7	0.5%	2	-5	-1	-2	-19	x
COc1ccc(N2C(=O)C(CC(N)=O)N(NC(=O)c3cccc(OC)c3)C2=S)cc1 (configuration not stated)	-0.1	7	-0.1%	0	6	1	3	1	26
CCOC(=O)C1CCCN(S(=O)(=O)c2ccc(C)cc2)C1 (configuration not stated)	0.5	-2	-0.7%	15	-5	0	4	-14	3
Cc1cc(NC(=O)CSc2nnc(-c3cccnc3)n2N)no1	0.2	-9	1.0%	16	-5	-5	2	1	2
Cc1cc2nc(-c3ccncc3)cc(C(F)(F)F)n2n1	1.1	-3	3.1%	4	10	0	1	13	15
COc1ccc(N2CCN(C(=O)CN(c3ccc(Br)cc3)S(C)(=O)=O)CC2)cc1	0.6	-14	0.7%	-8	-1	1	7	6	2
O=C(N/N=C/c1ccc2c(c1)OCO2)c1sc2cccc(Cl)c2c1Cl	-0.6	0	1.1%	-2	3	x	1	-14	-6
